# High-throughput results as filed in PubChem BioAssay.
# PAX8 reporter = PAX8 transcriptional activity inhibition. AID 652154. RMG-I TPO-luciferase reporter, SteadyGlo, 24 h. inhibition, % at 12.6 µM. hit rate 1.2% among 360,000;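 active = mean replicate inhibition at least 60% with every replicate also reaching 60%; inconclusive = only one of the two criteria is met; inactive = mean below 60% and not all replicates reaching 60%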;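 also: luciferase light reporting Pax8 driven TPO promoter activity; plate controls were median of neutral control wells for no effect and mitoxantrone controls for full effect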
# ERAP1 HTS inh = blocks human ERAP1 aminopeptidase activity; recombinant ERAP1, Leu-AMC fluorescence, 60 min; Q9NZ08; hit rate 0.15% among 340,000; inhibition, % at 10.7 µM;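 active = mean replicate inhibition of at least 30%, or all replicates individually reaching that 30% level; inactive = mean below 30% and not every replicate reaching it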;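 also: 0% = neutral control wells and 100% = L-leucinethiol positive control wells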
# Target sequence (Q9NZ08 whole entry, looked up): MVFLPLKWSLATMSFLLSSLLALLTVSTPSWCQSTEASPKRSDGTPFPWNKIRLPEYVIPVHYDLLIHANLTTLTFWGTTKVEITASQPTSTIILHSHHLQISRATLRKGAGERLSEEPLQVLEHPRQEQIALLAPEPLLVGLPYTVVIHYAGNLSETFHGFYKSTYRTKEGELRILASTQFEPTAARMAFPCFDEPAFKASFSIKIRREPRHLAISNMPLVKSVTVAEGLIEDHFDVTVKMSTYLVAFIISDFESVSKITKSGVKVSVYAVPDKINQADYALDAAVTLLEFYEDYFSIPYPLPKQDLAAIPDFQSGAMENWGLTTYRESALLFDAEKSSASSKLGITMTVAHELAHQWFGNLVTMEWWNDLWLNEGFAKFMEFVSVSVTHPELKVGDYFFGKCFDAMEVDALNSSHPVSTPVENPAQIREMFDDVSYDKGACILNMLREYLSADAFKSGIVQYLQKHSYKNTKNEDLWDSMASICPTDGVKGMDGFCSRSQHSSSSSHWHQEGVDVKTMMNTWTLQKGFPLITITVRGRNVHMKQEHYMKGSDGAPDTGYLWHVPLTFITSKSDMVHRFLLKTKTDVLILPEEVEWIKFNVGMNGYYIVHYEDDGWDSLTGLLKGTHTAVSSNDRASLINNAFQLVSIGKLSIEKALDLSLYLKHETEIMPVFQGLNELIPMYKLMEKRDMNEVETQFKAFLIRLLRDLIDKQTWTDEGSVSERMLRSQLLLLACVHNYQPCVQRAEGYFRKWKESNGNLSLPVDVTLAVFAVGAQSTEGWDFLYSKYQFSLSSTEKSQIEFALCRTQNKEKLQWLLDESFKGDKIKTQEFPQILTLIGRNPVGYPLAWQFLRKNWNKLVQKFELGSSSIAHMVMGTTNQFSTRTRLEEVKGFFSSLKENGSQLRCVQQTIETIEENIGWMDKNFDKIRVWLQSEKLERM
# FN deposition inh = fibronectin deposition inhibition; AH1F fibroblasts, Alexa488-fibronectin deposition fluorescence, overnight; inhibition, % at 12.6 µM; hit rate 0.086% among 350,000; AID 743247;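 active = mean inhibition across replicates of 30% or more, regardless of how many single replicates reach that level; inconclusive = mean under 30% yet at least half of replicates reach 30%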;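 also: positive control wells lacked labelled fibronectin entirely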
#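 test system = AH1F fibroblasts assembling fluorescent fibronectin matrix | quantity = 10000 AH1F cells per well | buffer or medium = DMEM plus 2% serum, read in PBS | doses = single dose, pinned | incubation = 1 h cell attachment, overnight exposure to compound and label | detection = fluorescence at 485 nm excitation, 525 nm emission | read-out basis = inhibition from reduced deposited-fibronectin fluorescence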
# S100A4 MyoIIA = inhibitors of human S100A4 binding to myosin IIA peptide; S100A4/TAMRA-MyoIIA peptide fluorescence polarization; P26447; hit rate 0.14% among 360,000; AID 652163; inhibition, % at 10.7 µM;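 active = mean inhibition of at least 70% across replicates, with every replicate also reaching that level; inconclusive = mean inhibition reaches 70% but some replicates fall short; inactive = mean inhibition below 70%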
# Target sequence (P26447 whole entry, looked up): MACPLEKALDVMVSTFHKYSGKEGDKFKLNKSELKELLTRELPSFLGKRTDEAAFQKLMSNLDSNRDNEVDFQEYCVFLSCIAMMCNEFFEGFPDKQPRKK
#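 Test system: S100A4 monomer protein; Medium: HEPES pH 7.2 with CaCl2, KCl, NaCl, DTT, Triton; Probe or stimulus: TAMRA-labelled myosin IIA heavy-chain peptide probe, 5 nM; Doses: one dose per compound; Times: polarization read 5 min after assay mix addition, stable 5–60 min; Benchmarks: neutral control DMSO, positive control TFP.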
# PGC1a acetyl inh = lowers PGC1a acetylation signal in U2OS cells | AlphaScreen anti-acetyl-lysine; with virally co-expressed GCN5 acetyltransferase | inhibition, % at 15.6 µM | hit rate 0.17% among 350,000;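 active = every replicate shows inhibition of at least 40%; inconclusive = mean inhibition at least 40% but some replicate below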;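 also: 0% = neutral control wells and 100% = positive control wells; some results beyond the cut were filed as inactive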
# PglD DTNB = PglD (C. jejuni) enzyme inhibition. purified PglD enzyme, DTNB colorimetric CoA detection. inhibition, % at 12.5 µM. hit rate 0.098% among 360,000. AID 602405; in the data active = inhibition above about 16%, passing the limit was not always enough; inconclusive = no clear call, values can overlap the other calls; also: strong numbers were not always called active
# EWS-Fli inh = EWS/Fli transcriptional activity inhibition; AID 651661; inhibition, % at 12.6 µM; hit rate 0.67% among 350,000; A673 NR0B1-luciferase reporter, viability-normalised;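 active = mean inhibition of at least 50% after viability correction, with every replicate also passing that limit; inconclusive = mean reaches 50% but only one of two replicates passes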;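 also: firefly luciferase signal divided by Alamar Blue viability fluorescence both relative to DMSO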
# LGR2 antag = inhibitors of bursicon-induced Drosophila LGR2 receptor cAMP signaling; HEK293 LGR2, CRE-luciferase, bursicon-stimulated, 4 h; inhibition, % at 9.99 µM; hit rate 0.35% among 380,000; AID 720647;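 active = drop in luminescence signal, shown as inhibition above about 50% in the replicate tests, limit read from the data, passing the limit was not always enough; inconclusive = probably only some replicates passing the limit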;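 also: agonist challenge used bursicon conditioned medium at about half maximal strength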
# The depositor's hits bear a star; ? = inconclusive; . = not tested or not shown; & = joins results of further samples.
SMILES,PAX8 reporter,ERAP1 HTS inh,FN deposition inh,S100A4 MyoIIA,PGC1a acetyl inh,PglD DTNB,EWS-Fli inh,LGR2 antag
C=CC[C@@H](CC(=O)N[C@H](CO)Cc1ccccc1)C(=O)N[C@@H](C)COC(=O)[C@@H](CC=C)Cc1ccc(F)cc1,-3.0,-2.1,-0.8,4.4,.,1.3,3.0,25.8
O=c1cc(-c2ccccc2)nc2c(Cl)cc(Cl)cn12,27.9,1.6,.,-4.4,.,.,-43.6,-48.1
CCc1nc(Cl)c(C#N)c2c1CCCC2,-4.9,2.7,3.6,-2.3,8.5,-0.8,-29.6,7.3
CCCCn1c(N)c(N(CCOC)C(=O)COC(=O)Cc2cccc(OC)c2)c(=O)[nH]c1=O,-5.6,4.2,-7.7,7.9,.,.,-3.5,0.8
C/C(=N/Nc1ccc(C(=O)O)cc1)c1ccc2c(c1)Nc1ccccc1S2,-107.8,2.4,1.4,-4.6,-6.0,.,-50.1,-42.1
CCCCc1ccc(S(=O)(=O)N/N=C(/C)c2ccncc2)cc1,.,1.9,3.2,-0.7,18.9,1.0,15.5,13.2
CC(=O)Nc1sc(C)c(C)c1C(=O)OCC(=O)N(CC(C)C)c1c(N)n(Cc2ccccc2)c(=O)[nH]c1=O,-11.3,-0.5,-5.3,-17.3,-3.1,-1.2,62.7*,11.5
CC(C)N(Cc1ccccc1)C(=O)COC(=O)C1CCCCC1,-2.7,0.0,-4.7,5.3,-4.6,-4.0,-1.9,-4.1
CCCN(C(=O)c1c(CC)noc1C)c1c(N)n(Cc2ccccc2)c(=O)[nH]c1=O,-3.5,-6.5,-0.3,-2.1,-1.0,-5.7,-1.1,-13.8
Cc1noc(C)c1S(=O)(=O)N(C)C[C@H]1Oc2ccc(NS(=O)(=O)c3cn(C)cn3)cc2CC(=O)N([C@@H](C)CO)C[C@@H]1C,1.5,0.9,-6.9,19.7,-3.8,1.1,-7.6,-5.7
CCC(C)(C)NC(=O)C(c1ccccc1Cl)N(C(=O)CCC(=O)Nc1cc(C)on1)C1CC1 (centres undefined),16.1,-1.3,0.3,-3.7,1.9,3.7,2.1,-1.8
C[C@H]1[C@H](NC(=O)C(=NOC(C)(C)C(=O)O)c2csc(N)n2)C(=O)N1S(=O)(=O)O,6.6,2.6,-4.6,-2.1,-4.6,-2.7,-4.0,.
COc1cc(/C=C2/C(=O)N(c3cccc(Br)c3)N=C2C)cc(OC)c1O,3.2,0.5,-11.4,-7.6,.,2.6,11.0,-12.2
CNC(=O)c1ccc(-c2cc3onc(-c4ccccc4)c3c(=O)n2C)cc1,-108.0,-0.4,2.1,-11.5,4.5,5.8,-133.4,-29.6
CC(C)(O)C#Cc1ccc(CNC[C@H]2O[C@@H](n3cnc4c(N)ncnc43)[C@H](O)[C@@H]2O)s1,-24.6,-1.6,-0.5,-7.6,3.6,-1.0,0.3,-1.2
CC(C)(C)OC(=O)C[C@@H]1C/C=C\C[C@@H](CC(=O)N(CCO)Cc2ccccc2)C(=O)NC[C@H](c2ccccc2)OC1=O,45.4,1.3,-3.5,-0.6,.,1.9,6.5,15.5
COc1cc([N+](=O)[O-])c(OC)cc1Nc1ccccc1C(=O)O,9.1,8.4,2.7,1.7,.,.,-9.1,-10.6
CCC(C)NC(=O)CCn1ccc2cc(S(=O)(=O)N3CCCC3)ccc21 (centres undefined),-2.4,-1.0,-2.1,0.1,1.8,-1.4,0.0,9.6
C[C@@H]1CN([C@H](C)CO)S(=O)(=O)c2ccc(Br)cc2O[C@H]1CN(C)C(=O)Nc1ccc(F)cc1,-4.8,-3.7&-0.8,10.2&-4.1,1.1&-5.9,-8.4&-6.0,-5.5&-2.1,-2.7&2.2,-21.4&-21.5
CC1CCN(C(=O)COC(=O)/C=C/c2ccc(Br)o2)CC1,-1.3,1.1,-7.9,-3.7,6.4,2.0,3.9,.
CCCCCCN1C[C@@H](n2cc(C3CC3)nn2)[C@H](O)C[C@@H]1c1ccccc1,-26.5,5.9,5.9,-0.8,12.7,-1.5,-10.1,6.4
CCCCn1cc2c(c1-c1cccc(C)c1)c(=O)n(C)c(=O)n2C,-5.1,2.2,-11.6,-2.8,.,.,11.6,14.5
CCn1c(SCc2ccc([N+](=O)[O-])cc2)nnc1C(C)NC(=O)c1ccc(C)cc1 (centres undefined),0.5,.,3.5,.,2.4,2.7,.,16.2
COc1ccc(N2CCN(C(=O)CSc3nc4[nH]ncc4c(=O)n3-c3ccc(Br)cc3)CC2)cc1,-3.6,0.1,-7.2,-2.5,.,.,10.9,-0.6
O=C(NCc1ccccc1)c1onc(CSc2ccc(F)c(F)c2)c1C(=O)NCc1ccccc1,12.7,.,15.9,.,11.5,-4.9,8.8,-2.0
O=C(N[C@@H](Cc1ccccc1)C(=O)O)c1ccc(C(F)(F)F)cc1,0.3,1.7,19.3,19.4,2.5,3.2,5.1,.
CCOc1ccc(C(C)(C)C)cc1S(=O)(=O)Nc1ccncc1,-21.5,-2.2,-0.9,0.3,.,-1.7,0.4,13.7
CC1CN(S(=O)(=O)c2cccc(C(=O)Nc3ccc4c(c3)CCC4)c2)CC(C)O1 (centres undefined),17.7,4.2,-5.1,13.5,.,.,3.7,6.3
COc1ccccc1CNC(=O)C1CCC(CNc2c(N3CCOCC3)c(=O)c2=O)CC1 (centres undefined),3.7,-6.1,-1.9,4.2,-8.4,.,-7.2,7.1
Cn1c(CN2CCCC2)nc2cc(NC(=O)c3ccc(Cl)cc3)ccc21,25.9,-0.7,-3.2,-2.5,11.6,1.7,1.5,-8.9
C=CC1CN(CC(=O)OC)S(=O)(=O)c2ccccc21 (centres undefined),-1.2,1.7,3.2,-1.3,-1.6,3.3,-3.6,2.6
COc1ccccc1N1CC(C(=O)NC2CCCCCC2)CC1=O (centres undefined),1.0,-8.2,.,-5.3,8.1,-2.4,-8.4,1.8
COc1ccc(NC(=O)Nc2ccc3c(c2)[C@H]2C[C@@H](CC(=O)NCc4ccc5c(c4)OCO5)O[C@@H](CO)[C@H]2O3)cc1,-25.4,3.1,-0.2,-3.9,7.7,.,.,20.8
C[C@@H]1CN([C@H](C)CO)C(=O)c2cccc(NC(=O)c3ccncc3)c2O[C@@H]1CN(C)S(C)(=O)=O,-19.2,0.3,.,2.2,6.0,3.2,2.8,0.2
CC(C)CN(C(=O)CCCc1nc2ccccc2c(=O)[nH]1)c1c(N)n(Cc2ccccc2)c(=O)[nH]c1=O,3.5,6.8,-6.1,-1.1,.,1.4,-0.5,9.6
COc1ccccc1Nc1nnc(SCC(=O)NC2CCCC2)s1,-9.1,-1.8,-0.5,-20.1,-17.1,-1.9,-6.3,8.6
COCCc1nn2c(=O)cc(COC(=O)c3cc(OC)c(OC)c(OC)c3)nc2s1,2.1,-2.2,3.1,14.1,7.7,-2.9,-1.1,11.4
Cc1ccc([N+](=O)[O-])cc1NCC(=O)NN,-8.3,-0.5,5.8,-3.7,5.0,.,6.3,5.5
Cc1ccc(S(=O)(=O)N2CCC3(CC2)OCCN3S(=O)(=O)c2c(C)cc(C)cc2C)cc1,-15.4,-0.2,4.2,-5.0,-11.1,0.1,-0.2,5.6
O=C(NCC(=O)N1CCN(C(c2ccccc2)c2ccccc2)CC1)c1ccccc1Br,14.0,-2.5,6.4,-0.8,2.3,2.5,7.4,2.4
CCc1nc2c(OCc3ccc(F)c(F)c3)cccn2c1N(C)C(=O)c1ccc(C)cc1,2.9,-0.9,9.0,-1.8,.,-2.7,11.3,10.4
CCc1cccc(OCCCn2ccnc2)c1,-1.5,.,-0.2,.,-8.8,.,.,-7.1
CN1C2CCC1/C(=C/c1cccn1C)C(=O)/C2=C\c1cccn1C,5.0,11.9,-109.9,-93.0,.,-7.1,-0.2,-11.8
CCNC(=O)[C@H]1N[C@H]2c3ccc(-c4cccc(C(=O)N(C)C)c4)c(=O)n3C[C@H]2[C@@H]1CO,0.7,1.5,.,83.1*,.,-2.7,14.1,4.3
CN(C)c1ccc(/C=N/NC(=O)COc2ccccc2)cc1,-5.5,0.0,3.7,-1.8,.,-0.2,-14.0,-31.3
O=S(=O)(NCCc1ccccn1)c1cccs1,.,0.2,.,-1.0,.,-1.6,.,1.4
O=C(NCC1COCCO1)c1ccc2nc(Cc3cccc(Cl)c3)oc2c1 (centres undefined),-27.8,8.0,-3.3,-28.5,-1.5,-2.9,-27.2,-31.0
CC(O)/C=C/c1ccc2ccccc2n1 (centres undefined),.,.,5.3,.,-65.9,-3.0,.,5.3
COc1cc(NC(=O)CCn2c(=O)oc3ccccc32)cc(OC)c1OC,3.6,-4.7,3.0,0.4,6.9,6.3,-2.8,2.3
Cc1nonc1CN(C)C(=O)CC1C(=O)NCCN1Cc1cccc(C(F)(F)F)c1 (centres undefined),-2.8,-1.9,18.9,5.3,12.6,-2.6,2.3,-11.0
CCc1cc(=O)oc2cc(OCC(=O)NCCCN3CCCC3=O)ccc12,2.4,-0.6,-4.7,-2.7,8.2,2.3,.,10.5
C[C@@H]1CN([C@H](C)CO)C(=O)c2cccc(NS(=O)(=O)c3ccc(F)cc3)c2O[C@H]1CN(C)C,7.8,1.6,0.1,7.6,-2.4,-3.3,3.1,16.4
CC(C)[C@H](NC(=O)c1ccco1)C(=O)OCC(=O)c1ccc(Br)s1,?,1.7,-7.1,-3.5,10.0,-1.0,5.8,16.1
CCCN1C(=O)COc2ccc(C(=O)c3ccccc3C(=O)O)cc21,-5.7,-1.2,4.9,2.3,-6.0,.,2.5,10.2
CO[C@@H]1CN(C)C(=O)c2ccc(NC(=O)C3CCC3)cc2OC[C@H](C)NC[C@H]1C,-1.4,-0.1,-18.8,-5.5,.,-1.6,-9.9,13.7
CCC1(c2ccccc2)C(=O)N=C(N)N(C#N)C1=O (centres undefined),-8.2,0.3,4.2,0.2,2.4,.,2.9,13.7

# 5 entries out of the list, sorted by SMILES length, smallest number first.
SMILES,PAX8 reporter,ERAP1 HTS inh,FN deposition inh,S100A4 MyoIIA,PGC1a acetyl inh,PglD DTNB,EWS-Fli inh,LGR2 antag
CCc1cccc(OCCCn2ccnc2)c1,-1.5,.,-0.2,.,-8.8,.,.,-7.1
CC(O)/C=C/c1ccc2ccccc2n1 (centres undefined),.,.,5.3,.,-65.9,-3.0,.,5.3
O=S(=O)(NCCc1ccccn1)c1cccs1,.,0.2,.,-1.0,.,-1.6,.,1.4
CO[C@@H]1CN(C)C(=O)c2ccc(NC(=O)C3CCC3)cc2OC[C@H](C)NC[C@H]1C,-1.4,-0.1,-18.8,-5.5,.,-1.6,-9.9,13.7
CCNC(=O)[C@H]1N[C@H]2c3ccc(-c4cccc(C(=O)N(C)C)c4)c(=O)n3C[C@H]2[C@@H]1CO,0.7,1.5,.,83.1*,.,-2.7,14.1,4.3
